BioA inh: M. tuberculosis BioA enzyme inhibitors, primary screen, biochemical, plate reader, single point, HTS; purified M. tuberculosis BioA enzyme; AID 602481, 2012; 7,8-diaminopelargonic acid synthase BioA (Mycobacterium tuberculosis); inhibition, % at 9.99 µM; 360,000 tested, 0.096% active; in the data active = inhibition above about 40%
* = called active by the depositor.

item	mol	BioA inh
1	O=C(C[C@H]1CC[C@@H]2[C@H](COC[C@@H](O)CN2S(=O)(=O)c2ccc(Cl)cc2)O1)NCCN1CCCC1	-1.1
2	COc1cccc(-c2ccc3c(c2)O[C@@H](CN(C)C(=O)C2CCCCC2)[C@@H](C)CN([C@@H](C)CO)S3(=O)=O)c1	0.8
3	O=C(C[C@H]1CC[C@H]2NC[C@H](O)COC[C@@H]2O1)NCc1ccc(Oc2ccccc2)cc1	-0.9
4	C[C@H](CO)N1C[C@H](C)[C@H](CN(C)C(=O)Nc2cccc3ccccc23)OCCCC[C@H](C)Oc2ccc(NC(=O)c3ccccc3)cc2C1=O	1.6
5	C[C@@H]1CCCCO[C@H](CN(C)Cc2ccncc2)[C@H](C)CN([C@@H](C)CO)C(=O)c2cc(NS(=O)(=O)c3ccc(F)cc3)ccc2O1	0.0
6	C[C@H]1CCCCO[C@@H](CN(C)C(=O)CCCN(C)C)[C@@H](C)CN([C@@H](C)CO)C(=O)c2cc(NC(=O)Nc3ccc(F)cc3)ccc2O1	-2.3
7	C[C@@H]1CN([C@@H](C)CO)C(=O)c2cc(NC(=O)Nc3ccc(C(F)(F)F)cc3)ccc2O[C@H]1CN(C)C(=O)Nc1ccc(C(F)(F)F)cc1	-3.7
8	COc1ccc(C#Cc2cnc3c(c2)C(=O)N([C@H](C)CO)C[C@H](C)[C@H](CN(C)C(=O)c2ccccc2F)O3)cc1	-0.7
9	C[C@H]1CN([C@@H](C)CO)C(=O)Cc2cc(NC(=O)CCCCCC(=O)Nc3ccccc3N)ccc2O[C@H]1CN(C)Cc1ccncc1	-1.8
10	COc1ccc(S(=O)(=O)N(C)C[C@@H]2Oc3c(NC(=O)NC(C)C)cccc3C(=O)N([C@@H](C)CO)C[C@@H]2C)cc1	4.4
11	C[C@@H]1CN([C@@H](C)CO)C(=O)Cc2cc(NC(=O)Nc3cccc4ccccc34)ccc2O[C@H]1CN(C)C	4.5
12	C[C@@H]1CN([C@@H](C)CO)C(=O)c2cccc(N(C)C)c2O[C@H]1CN(C)C(=O)Nc1ccc(F)cc1	-6.9
13	C[C@H](CO)N1C[C@H](C)[C@H](CN(C)Cc2ccc3c(c2)OCO3)Oc2ccc(NS(=O)(=O)c3ccc(Cl)cc3)cc2C1=O	-0.6
14	CCNC(=O)C[C@@H]1CC[C@H]2[C@H](COc3ccc(NC(=O)Nc4cccc(OC)c4)cc3C(=O)N2C)O1	-1.1
15	C[C@@H](NC(=O)C[C@@H]1CC[C@@H](NS(=O)(=O)c2cccc(F)c2)[C@@H](CO)O1)c1ccccc1	0.9
16	Cc1noc(C)c1NC(=O)NCC[C@H]1CC[C@H](NC(=O)Nc2cccc(F)c2)[C@H](CO)O1	3.5
17	C[C@H]1CN([C@@H](C)CO)C(=O)c2cc(NC(=O)CCCN(C)C)ccc2O[C@@H]1CN(C)S(C)(=O)=O	-0.7
18	O=C(Nc1ccc(-c2ccccc2)cc1)[C@@H]1[C@@H](CO)[C@@H]2Cn3c(cccc3=O)[C@H]1N2Cc1ccccc1	4.5
19	Cc1noc(C)c1NC(=O)Nc1ccc2c(c1)CC(=O)N([C@H](C)CO)C[C@@H](C)[C@@H](CN(C)C(=O)Nc1ccccc1)O2	-2.8
20	C[C@@H]1CN([C@@H](C)CO)C(=O)c2cccc(NS(C)(=O)=O)c2O[C@@H]1CN(C)Cc1ccc(C(=O)O)cc1	-2.6
21	COc1ccc(-c2ccc3c(c2)O[C@H](CN(C)C)[C@@H](C)CN([C@@H](C)CO)S3(=O)=O)cc1	4.6
22	C[C@@H]1CN([C@@H](C)CO)C(=O)c2cc(NC(=O)Cn3cnnn3)ccc2O[C@@H]1CN(C)C(=O)Nc1ccc(C(F)(F)F)cc1	3.0
23	COc1ccc(C(=O)Nc2ccc3c(c2)OC[C@@H](C)N(Cc2cocn2)C[C@@H](C)[C@@H](OC)CN(C)C3=O)cc1	2.6
24	Cc1noc(C)c1S(=O)(=O)Nc1ccc2c(c1)C(=O)N([C@H](C)CO)C[C@H](C)[C@@H](CN(C)S(=O)(=O)c1ccc(F)cc1)OCCCC[C@@H](C)O2	0.4
25	C[C@H](CO)N1C[C@H](C)[C@@H](CN(C)Cc2ccccc2)Oc2ccc(NC(=O)Nc3ccccc3)cc2CC1=O	0.8

An excerpt of these results, field by field:
[15] C[C@@H](NC(=O)C[C@@H]1CC[C@@H](NS(=O)(=O)c2cccc(F)c2)[C@@H](CO)O1)c1ccccc1
  BioA inh = 0.9
[8] COc1ccc(C#Cc2cnc3c(c2)C(=O)N([C@H](C)CO)C[C@H](C)[C@H](CN(C)C(=O)c2ccccc2F)O3)cc1
  BioA inh = -0.7
[24] Cc1noc(C)c1S(=O)(=O)Nc1ccc2c(c1)C(=O)N([C@H](C)CO)C[C@H](C)[C@@H](CN(C)S(=O)(=O)c1ccc(F)cc1)OCCCC[C@@H](C)O2
  BioA inh = 0.4
[4] C[C@H](CO)N1C[C@H](C)[C@H](CN(C)C(=O)Nc2cccc3ccccc23)OCCCC[C@H](C)Oc2ccc(NC(=O)c3ccccc3)cc2C1=O
  BioA inh = 1.6

(further entries)
item	mol	BioA inh
26	COCC(=O)N1C[C@@H](C)[C@H](OC)CN(C)C(=O)c2ccc(NC(=O)c3ccc(F)cc3)cc2OC[C@H]1C	0.4
27	COc1ccc(CN(C)C[C@H]2OCc3cnnn3CCCC(=O)N([C@@H](C)CO)C[C@@H]2C)cc1	0.9
28	CO[C@@H]1CN(C)C(=O)c2ccc(NC(=O)Nc3cccc(F)c3)cc2OC[C@H](C)N(C(=O)Nc2c(C)noc2C)C[C@@H]1C	3.2
29	C[C@@H]1CN([C@H](C)CO)S(=O)(=O)c2ccc(C3=CCCCC3)cc2O[C@@H]1CN(C)Cc1cccc(C(=O)O)c1	-0.3
30	COc1cccc(-c2ccc([C@@H]3[C@@H](CO)N4CCCCN(C(=O)c5ccc(F)cc5)C[C@H]34)cc2)c1	-5.1
31	C[C@H](CO)N1C[C@H](C)[C@H](CN(C)Cc2ccc(C(F)(F)F)cc2)Oc2ccc(NC(=O)Nc3ccc(C(F)(F)F)cc3)cc2C1=O	-2.1
32	C[C@H](CO)N1C[C@H](C)[C@H](CN(C)S(=O)(=O)c2ccccc2)Oc2ncc(-c3ccc(F)cc3)cc2C1=O	5.9
33	C[C@@H]1CN([C@H](C)CO)C(=O)c2cc(NC(=O)Nc3ccccc3)ccc2O[C@H]1CN(C)Cc1ccncc1	1.1
34	CC(C)NC(=O)Nc1cccc2c1O[C@@H](CN(C)S(=O)(=O)c1ccc(Cl)cc1)[C@H](C)CN([C@H](C)CO)C2=O	-3.2
35	C[C@@H]1CN([C@@H](C)CO)C(=O)c2cc(C#CC3CC3)cnc2O[C@@H]1CN(C)C(=O)Cc1ccccn1	0.6
36	CCCC(=O)Nc1ccc2c(c1)C(=O)N(C)[C@@H]1CC[C@H](CC(=O)NCC(F)(F)F)O[C@H]1CO2	-0.9
37	C[C@@H]1CN([C@@H](C)CO)C(=O)CCCn2nncc2CO[C@@H]1CN(C)Cc1ccccc1C(F)(F)F	1.3
38	C[C@H]1CCCCO[C@@H](CN(C)C(=O)Nc2ccc(F)cc2)[C@@H](C)CN([C@@H](C)CO)C(=O)c2cc(NC(=O)c3ccncc3)ccc2O1	-2.6
39	C[C@@H]1CN([C@H](C)CO)C(=O)c2cccc(NC(=O)Nc3ccc(C(F)(F)F)cc3)c2O[C@@H]1CN(C)Cc1ccc(C(F)(F)F)cc1	3.6
40	CC(C)NC(=O)N1C[C@@H]2[C@H](c3ccccc31)[C@H](CO)N2C(=O)C1CCCC1	-0.5
41	CCC(=O)N1CCCCN2[C@@H](CO)[C@H](c3ccc(C#CCOC)cc3)[C@@H]2C1	-0.7
42	COc1ccc(S(=O)(=O)N(C)C[C@H]2Oc3ccc(NC(=O)C4CC4)cc3CC(=O)N([C@H](C)CO)C[C@@H]2C)cc1	-2.8
43	O=C(C[C@H]1C=C[C@@H](NS(=O)(=O)c2ccc(F)cc2)[C@H](CO)O1)NC1CCC1	1.4
44	C[C@H]1CN([C@@H](C)CO)C(=O)Cc2cc(NC(=O)Nc3cccc4ccccc34)ccc2O[C@@H]1CN(C)CC1CCCCC1	-1.4
45	O=C(NCC[C@H]1CC[C@H](NS(=O)(=O)c2cccc(F)c2)[C@@H](CO)O1)C1CCCC1	-0.9
46	COc1ccccc1-c1ccc([C@@H]2[C@@H](C#N)N(C(=O)C3CCCCC3)[C@@H]2CO)cc1	-0.4
47	C[C@@H]1CN([C@H](C)CO)C(=O)c2cccc(NC(=O)C3CC3)c2O[C@@H]1CN(C)Cc1ccc(C(=O)O)cc1	-2.2
48	CC=Cc1ccc2n(c1=O)C[C@H]1[C@H](CO)[C@@H](C(=O)N(C)C)[C@@H]2N1CCc1ccccc1 (mixture of isomers)	-2.0
49	CCCNC(=O)[C@H]1[C@H](CO)[C@H]2Cn3c(ccc(C4=CCCCC4)c3=O)[C@H]2N1C(=O)c1cnccn1	-0.4
50	C[C@@H]1CN([C@H](C)CO)C(=O)c2cc(NC(=O)Cc3cn(C)c4ccccc34)ccc2O[C@H]1CN(C)C(=O)Nc1ccc(C(F)(F)F)cc1	-2.6
51	O=C(C[C@@H]1C=C[C@@H](NC(=O)c2cccc(F)c2)[C@H](CO)O1)NCc1ccc(Oc2ccccc2)cc1	-3.2
52	COCC(=O)Nc1ccc2c(c1)[C@H]1C[C@H](CC(=O)NCc3ccc(Cl)cc3)O[C@H](CO)[C@H]1O2	-0.5
53	C[C@H](CO)N1C[C@H](C)[C@H](CN(C)Cc2ccccc2)Oc2ccc(NC(=O)NC3CCCCC3)cc2C1=O	-1.3
54	C[C@@H]1CN([C@@H](C)CO)C(=O)c2cc(NC(=O)c3ccccc3)ccc2O[C@@H](C)CCCCO[C@@H]1CN(C)Cc1ccccc1	-1.1
55	COc1ccc(NC(=O)N(C)C[C@H]2Oc3ccc(NS(C)(=O)=O)cc3C(=O)N([C@@H](C)CO)C[C@@H]2C)cc1	-0.3
56	C[C@@H]1CN([C@@H](C)CO)C(=O)c2cc(C#CC3CCCCC3)cnc2O[C@@H]1CN(C)C(=O)Cc1ccccn1	-2.1
57	CNC(=O)C[C@@H]1CC[C@H]2[C@@H](COc3ccc(NC(=O)Nc4cc(C)cc(C)c4)cc3C(=O)N2C)O1	1.7
58	C[C@H]1CN([C@@H](C)CO)C(=O)c2cccc(N(C)C)c2O[C@H]1CN(C)S(=O)(=O)c1ccc(F)cc1	4.9
59	CO[C@@H]1CN(C)C(=O)c2ccc(NC(C)=O)cc2OC[C@H](C)N(Cc2cncnc2)C[C@H]1C	-1.0
60	COC(=O)C[C@H]1C[C@H]2c3cc(NC(=O)CN(C)C)ccc3O[C@H]2[C@@H](CO)O1	-0.8
61	Cc1ccccc1S(=O)(=O)N1[C@H](C#N)[C@H](c2ccc(-c3ccc(F)cc3)cc2)[C@@H]1CO	-2.2
62	C[C@H]1CN([C@@H](C)CO)C(=O)c2cc(C#CCN(C)C)cnc2O[C@@H]1CN(C)Cc1cccc(C(=O)O)c1	3.3
63	COCC(=O)N(C)C[C@@H]1Oc2cc(C#Cc3cccnc3)ccc2S(=O)(=O)N([C@H](C)CO)C[C@H]1C	16.6
64	COc1ccc(S(=O)(=O)Nc2ccc3c(c2)C(=O)N([C@@H](C)CO)C[C@@H](C)[C@@H](CN(C)C(=O)CCC(F)(F)F)OCCCC[C@@H](C)O3)cc1	-0.1
65	CC(C)NC(=O)Nc1ccc2c(c1)C(=O)N([C@@H](C)CO)C[C@H](C)[C@@H](CN(C)S(=O)(=O)c1ccc(F)cc1)OCCCC[C@H](C)O2	5.1
66	C[C@H](CO)N1C[C@H](C)[C@H](CN(C)Cc2ccc(C(=O)Nc3ccccc3N)cc2)Oc2c(NC(=O)c3ccc(-c4nccs4)cc3)cccc2C1=O	1.7
67	C[C@@H]1CN([C@@H](C)CO)C(=O)c2cc(-c3cccc(F)c3)cnc2O[C@H]1CN(C)C	-0.7
68	CNC[C@H]1Oc2cc(C#Cc3ccccc3)ccc2S(=O)(=O)N([C@@H](C)CO)C[C@@H]1C	0.5
69	C[C@@H]1CN([C@@H](C)CO)C(=O)Cc2cc(NS(=O)(=O)c3ccc(F)cc3)ccc2O[C@H]1CN(C)Cc1ccc2c(c1)OCO2	2.8
70	O=C(C[C@H]1C[C@H]2c3cc(NC(=O)Nc4ccccc4)ccc3O[C@H]2[C@@H](CO)O1)NCc1ccccc1	-0.8
71	CN(C)CC(=O)N[C@@H]1CC[C@@H](CC(=O)NCCN2CCCCC2)O[C@H]1CO	-2.1
72	CCNC(=O)[C@H]1[C@H](CO)[C@H]2Cn3c(ccc(-c4ccccc4)c3=O)[C@H]2N1C(=O)C1CCC1	1.8
73	CC(C)NC(=O)N(C)C[C@H]1Oc2ccc(NC(=O)CCC(F)(F)F)cc2CC(=O)N([C@H](C)CO)C[C@H]1C	1.0
74	C/C=C/c1cnc2c(c1)C(=O)N([C@@H](C)CO)C[C@H](C)[C@@H](CN(C)C(=O)Nc1ccccc1F)O2	5.3
75	COc1ccc(NC(=O)C[C@H]2CC[C@H]3[C@@H](COc4ccc(NC(C)=O)cc4C(=O)N3C)O2)cc1	3.8
76	O=C(O)[C@@H]1[C@@H](CO)[C@@H]2Cn3c(ccc(-c4cncnc4)c3=O)[C@H]1N2C(=O)NC1CCCC1	-1.2
77	CO[C@@H]1CN(C)C(=O)c2cc(NC(=O)Nc3cccc(F)c3)ccc2OC[C@H](C)N(C)C[C@H]1C	3.3
78	CN1C(=O)c2cc(NC(=O)Nc3ccc(Cl)cc3)ccc2OC[C@H]2O[C@H](CC(=O)NCCN3CCCCC3)CC[C@H]21	2.9

Sorted by molar mass (falling): three of the compounds above.
item	mol	BioA inh
55	COc1ccc(NC(=O)N(C)C[C@H]2Oc3ccc(NS(C)(=O)=O)cc3C(=O)N([C@@H](C)CO)C[C@@H]2C)cc1	-0.3
74	C/C=C/c1cnc2c(c1)C(=O)N([C@@H](C)CO)C[C@H](C)[C@@H](CN(C)C(=O)Nc1ccccc1F)O2	5.3
67	C[C@@H]1CN([C@@H](C)CO)C(=O)c2cc(-c3cccc(F)c3)cnc2O[C@H]1CN(C)C	-0.7

Some of the compounds tested (hit frequency here may not be typical).
